From PubChem BioAssay
Measles CPE: protection of cells from measles virus; protection (pct of control), % at 4 µM; 140,000 compounds, 1.5% hits; Measles virus-infected cells, CPE protection, absorbance; in the data active means protection mostly above about 24%, no sharp cut-off; inactive means mostly below about 26%; further: some compounds called inactive have numbers as strong as hits
BB579 growth dn: chemicals that inhibit yeast BB579 growth in restrictive medium (lifespan-shortening candidates). S. cerevisiae BB579 growth, OD615, 48 h. 140,000 compounds, 0.51% hits. inhibition, % at 10 µM. AID 804;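 active means inhibition above a set limit, 3 SD over the mean compound inhibition, cut at about 44% in these data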; further: inactives centre near -24
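System: Saccharomyces cerevisiae DeaD strain BB579, replicative lifespan model yeast | Buffer or medium: Restrictive glucose-based CSMM-D medium | Times: 4 h preincubation and 48 h exposure at 30 °C | Detection: OD615 turbidity measurement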
HCT116 bCat-KO: beta-catenin-lacking colon tumor cell growth suppression; AID 818; HCT116 beta-catenin knockout viability, CellTiter-Glo, 60 h; hits give low values; viability, % at 10 µM; 140,000 compounds, 1.5% hits;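 active means viability at or under a set limit, the compound median less 4 SD, cut at about 6% in these data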;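 further: 0% = Hyamine 1622 control at 20 µM and 100% = untreated cell control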
NPY Y2 blocker: NPY-Y2 (human) receptor antagonism; P49146; NPY-Y2 expressing cells, antagonist mode; inhibition, % at 2.7 µM; 140,000 compounds, 0.99% hits; AID 793; in the data active means inhibition above about 17%;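 further: 0% = vehicle with agonist challenge and 100% = reference antagonist with challenge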
MRP-1 activ: activates MRP-1; 140,000 compounds, 0.61% hits; AID 799; viability increase, % at 10 µM; H69AR cells + doxorubicin, viability rescue, CellTiter-Glo;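 active means viability gain under doxorubicin at or above a set limit, the compound median plus 3 SD, cut at about 4.7% in these data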;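 further: MRP-1 overexpressing cells given doxorubicin 25 µM after compound pretreatment; 18-22 h compound pretreatment then 72 h with doxorubicin before readout; 0% = doxorubicin-only wells and 100% = vehicle-treated cells without doxorubicin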
HCT116 PTEN-null: growth suppressors of cells with PTEN tumor suppressor deletion | viability, % at 10 µM | HCT116 PTEN-null viability, CellTiter-Glo, 60 h; hits give low values | 140,000 compounds, 1.2% hits;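 active means viability at or below a set limit, 4 SD under the median of all tested compounds, cut at about 3.7% in these data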;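 further: PTEN knockout HCT116 line with beta catenin targeted HCT116 as companion control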
Phagocytosis inh: inhibitors of macrophage phagocytosis; inhibition, % at 5 µM; J774A.1 macrophage IgG-bead phagocytosis, imaging; 110,000 compounds, 0.07% hits; AID 1029;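 active means inhibition above the mean of the plate negative controls plus 5 SD, cut at about 13% in these data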;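 further: phagocytic index as fraction of beads internalized from green versus red external bead signal; plate controls were DMSO negative control for no effect and cytochalasin-D positive control for full effect; some results beyond the cut were filed as inactive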
E-sel TNF inh: blocks E-selectin expression induced by TNF alpha; 120,000 compounds, 0.71% hits; HUVEC TNFa-induced E-selectin immunofluorescence, high content; inhibition, % at 2 µM; AID 1246;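 active means inhibition above the batch mean plus 3 SD, and confirmed as a hit on visual image review, cut at about 43% in these data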;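 further: 0% = TNF-stimulated DMSO wells and 100% = unstimulated control wells; not every result past the cut was called active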
Yeast lifespan up: yeast lifespan extension | S. cerevisiae growth with nicotinamide, OD615; deaD strain in restrictive glucose medium | inhibition of the nicotinamide effect, % at 10 µM | 130,000 compounds, 0.68% hits;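 active means inhibition above a set limit, placed 3 SD over the median of all compounds, cut at about 26% in these data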;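 further: 0% = nicotinamide-treated wells and 100% = cells grown without nicotinamide; some compounds called inactive have numbers as strong as hits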
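assay system = DeaD-strain S. cerevisiae | measured by = absorbance at 615 nm | probe or stimulus = nicotinamide 1.5 mM | buffer or medium = CSMM-D glucose medium, restrictive | times = 48 h at 30 °C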
GALR2 blocker: GALR2 (human) receptor antagonism | AID 828 | O43603 | inhibition, % at 4 µM | GALR2-expressing cells, antagonist mode | 140,000 compounds, 0.39% hits; in the data active means inhibition above about 27%;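 further: cells stimulated with galanin 1-16 at roughly its EC80; 0% = agonist challenge control and 100% = basal control without agonist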
Target sequence (O43603 whole entry, looked up): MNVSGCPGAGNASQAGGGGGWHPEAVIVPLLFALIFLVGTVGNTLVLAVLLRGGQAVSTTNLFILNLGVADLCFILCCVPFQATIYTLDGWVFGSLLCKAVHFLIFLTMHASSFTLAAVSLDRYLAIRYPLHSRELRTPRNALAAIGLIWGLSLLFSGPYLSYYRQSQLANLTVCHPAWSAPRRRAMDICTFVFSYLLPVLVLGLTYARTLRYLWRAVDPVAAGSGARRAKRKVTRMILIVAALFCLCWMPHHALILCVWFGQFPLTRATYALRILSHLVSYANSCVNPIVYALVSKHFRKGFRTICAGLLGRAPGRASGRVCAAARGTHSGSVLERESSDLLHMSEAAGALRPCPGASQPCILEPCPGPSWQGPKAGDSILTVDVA
Active calls of the source: *; / = not tested or not shown.

SMILES	Measles CPE	BB579 growth dn	HCT116 bCat-KO	NPY Y2 blocker	MRP-1 activ	HCT116 PTEN-null	Phagocytosis inh	E-sel TNF inh	Yeast lifespan up	GALR2 blocker
Cc1nc(N2CCN(Cc3ccccc3)CC2)nc2c1C(=O)CC(C)C2 (stereo unspecified)	18	-22	63	1	0.2	70	-1	-17	-9	9
Cc1cccc(Sc2c([N+](=O)[O-])ncn2C)c1	34	-40	72	-1	-4.9	68	/	-15	-18	9
Clc1ccc2nc(-c3ccncc3)cc(-c3ccccc3)c2c1	/	-18	71	6	-0.3	84	/	/	-5	-3
CCN(CC)CCNC(=O)c1ccccc1N	12	-25	90	1	-0.7	103	3	-1	-8	7
O=C(COC(=O)c1cccnc1Nc1cccc(C(F)(F)F)c1)NCCN1C(=O)CSC1=O	15	-26	92	1	1.6	87	3	-30	-16	-5
Cc1cc(Cl)c(S(=O)(=O)NC2CCCCC2)cc1OCC(=O)Nc1nncs1	2	-24	83	2	-1.1	75	/	-5	3	1
Cc1ccc2nc3c(cc(C#N)c(=O)n3-c3nccs3)c(=O)n2c1	8	9	90	2	-2.1	87	1	/	-23	-22
N#CC1=C(N)Oc2n[nH]c(-c3cccs3)c2C1c1cccnc1 (stereo unspecified)	4	-16	98	1	0.2	92	1	-14	-2	-6
Cc1ccc(C[n+]2cccc(-c3ccccc3)c2)c(C)c1	3	-40	37	2	-2.5	46	-2	23	8	8
COc1cc(CN2C(=O)C(NC(=O)c3ccco3)(C(F)(F)F)C3=C2CC(C)(C)CC3=O)cc(OC)c1 (stereo unspecified)	4	-23	98	3	-1.7	94	-1	-8	-7	-1
COc1cc(O)oc1C=Nc1ccccc1	5	-27	89	0	0.0	102	/	-75	-31	9
CCCn1c(NC(=O)c2cccc(C)c2C)nc2ccccc21	18	-4	16	5	-1.5	10	0	3	-4	-7
CSCCC(NS(=O)(=O)c1ccc(Cl)cc1)C(=O)OCC(=O)N1CCCc2ccccc21 (stereo unspecified)	1	-9	79	-1	-1.2	87	-9	/	-4	-16
CCOc1ccc(C(F)(F)F)cc1NC(=O)COc1ccc(C(F)(F)F)cc1[N+](=O)[O-]	3	-37	83	1	-1.2	94	2	-26	-3	1
CCN(CC)CCNC(=O)CCn1c(=S)[nH]c2cc3c(cc2c1=O)OCO3	4	-23	95	4	-3.4	100	0	-15	-21	-3
COc1ccc(-n2c(SC)nc(O)cc2=O)cc1	5	-61	81	2	-1.3	95	0	/	-7	13
O=c1cc(CSc2nnc(COc3ccccc3)n2-c2ccccc2)c2ccccc2[nH]1	7	-25	83	4	-2.3	84	/	-1	0	-7
Cc1sc2c(c1C)c(=O)nc1scc(CC(=O)O)n12	22	-10	100	0	-1.8	91	-1	-47	-2	-2
COc1cc(C)c(S(=O)(=O)n2nnc3ccccc32)cc1C	24	8	83	2	-2.5	108	-1	-1	-4	-4
CCOc1cc(C)nc(N2CCN(C3CCCCC3)CC2)n1	18	-13	91	3	-1.1	99	0	-27	-14	0
O=C(/C=C/c1ccccc1Cl)Nc1ccc(-c2nnc3n2CCCCC3)cc1	14	-28	90	3	1.7	83	-3	/	-4	-6
COCCN(CCOC)S(=O)(=O)c1ccc(C(=O)Nc2sc3c(c2C(N)=O)CCCCC3)cc1	10	-34	12	0	-3.3	9	-2	/	40*	6
O=c1c2[nH]c3ccc(F)cc3c2ncn1CCN1CCN(Cc2ccccc2)CC1	1	-23	86	3	-3.0	95	-1	-3	-6	16
COc1ccc(C(=O)NCCN2C(=O)S/C(=C\c3cccnc3)C2=O)c(OC)c1OC	10	-53	79	7	-2.7	79	-2	-3	0	-1
Cc1cc(NC(=O)/C=C/c2ccc(F)cc2)n(-c2nc3ccccc3[nH]2)n1	9	-37	28	1	-5.5	27	0	/	-3	-6

Molecules listed so far that have a furan ring, fused or not, in the order listed:
SMILES	Measles CPE	BB579 growth dn	HCT116 bCat-KO	NPY Y2 blocker	MRP-1 activ	HCT116 PTEN-null	Phagocytosis inh	E-sel TNF inh	Yeast lifespan up	GALR2 blocker
COc1cc(CN2C(=O)C(NC(=O)c3ccco3)(C(F)(F)F)C3=C2CC(C)(C)CC3=O)cc(OC)c1 (stereo unspecified)	4	-23	98	3	-1.7	94	-1	-8	-7	-1
COc1cc(O)oc1C=Nc1ccccc1	5	-27	89	0	0.0	102	/	-75	-31	9

Arranged by value in GALR2 blocker (smallest number first): some entries from above
mol	Measles CPE	BB579 growth dn	NPY Y2 blocker	Phagocytosis inh	E-sel TNF inh	Yeast lifespan up	GALR2 blocker
CCCn1c(NC(=O)c2cccc(C)c2C)nc2ccccc21	18	-4	5	0	3	-4	-7
COc1cc(C)c(S(=O)(=O)n2nnc3ccccc32)cc1C	24	8	2	-1	-1	-4	-4
CCOc1cc(C)nc(N2CCN(C3CCCCC3)CC2)n1	18	-13	3	0	-27	-14	0
CCOc1ccc(C(F)(F)F)cc1NC(=O)COc1ccc(C(F)(F)F)cc1[N+](=O)[O-]	3	-37	1	2	-26	-3	1
COCCN(CCOC)S(=O)(=O)c1ccc(C(=O)Nc2sc3c(c2C(N)=O)CCCCC3)cc1	10	-34	0	-2	/	40*	6

Other entries follow:
SMILES	Measles CPE	BB579 growth dn	HCT116 bCat-KO	NPY Y2 blocker	MRP-1 activ	HCT116 PTEN-null	Phagocytosis inh	E-sel TNF inh	Yeast lifespan up	GALR2 blocker
O=C(O)CC1S/C(=N\N=C/c2ccccc2)N(c2ccc(O)cc2)C1=O (stereo unspecified)	23	-4	99	2	-1.7	102	0	6	-3	2
COc1cccc(OC)c1C(=O)N1CCN(Cc2ccccc2C)CC1	5	-1	90	3	-1.8	83	-3	/	-4	-5
COc1ccc(CCCc2nnc(SCC(=O)Nc3cc(C)c(C)cc3Br)o2)cc1	/	-28	86	9	0.5	82	1	-4	-7	-11
Cc1c([N+](=O)[O-])cc(C(=O)N2CCOCC2)cc1[N+](=O)[O-]	14	16	93	2	-2.4	92	-2	/	1	11
CC(=O)Oc1ccccc1C1OC(=O)c2ccccc2N1C(C)=O (stereo unspecified)	13	-30	106	2	-1.2	102	0	28	2	6
COc1ccc(-n2c(O)c(C=NC3CC3)c(=O)[nH]c2=O)cc1	6	-37	77	-2	-0.7	94	0	18	-4	-3
O=C(CSc1nnc(CNC(=O)c2cccs2)o1)c1ccccc1	5	-19	99	2	-0.6	91	/	4	-9	7
